# Screens as filed in PubChem BioAssay.
# MrgX1 allo act = positive allosteric modulators of MrgX1, primary screen, HEK293 cells, Fluo-4 calcium flux | Mas-related G-protein coupled receptor member X1 (Homo sapiens), Q96LB2 | FDSS; hits give high values | B-score at 10 µM | hit rate 0.63% among 310,000 | AID 588675, 2011;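 active means plate-corrected calcium response at least 3 library SD above typical, normal starting fluorescence, not activating the receptor alone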;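 further: compound read alongside a low EC10 to EC30 dose of BAM8-22 agonist; peak minus trough fluorescence over baseline measured at the second addition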
# TRPC4 act = activators of mouse TRPC4 channel, primary screen, Fluo4 calcium, HEK293 TRPC4beta/mu-opioid cells. Fluo4 calcium fluorescence; hits give high values. B-score at 10 µM. hit rate 0.49% among 310,000. AID 2237, 2010;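 active means B-score above 5 SD of library B-scores, and initial fluorescence ratio not above library mean plus 5 SD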;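 further: positive B-score marks a calcium rise read as TRPC4 activation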
# Target sequence (Q9QUQ5 whole entry, looked up): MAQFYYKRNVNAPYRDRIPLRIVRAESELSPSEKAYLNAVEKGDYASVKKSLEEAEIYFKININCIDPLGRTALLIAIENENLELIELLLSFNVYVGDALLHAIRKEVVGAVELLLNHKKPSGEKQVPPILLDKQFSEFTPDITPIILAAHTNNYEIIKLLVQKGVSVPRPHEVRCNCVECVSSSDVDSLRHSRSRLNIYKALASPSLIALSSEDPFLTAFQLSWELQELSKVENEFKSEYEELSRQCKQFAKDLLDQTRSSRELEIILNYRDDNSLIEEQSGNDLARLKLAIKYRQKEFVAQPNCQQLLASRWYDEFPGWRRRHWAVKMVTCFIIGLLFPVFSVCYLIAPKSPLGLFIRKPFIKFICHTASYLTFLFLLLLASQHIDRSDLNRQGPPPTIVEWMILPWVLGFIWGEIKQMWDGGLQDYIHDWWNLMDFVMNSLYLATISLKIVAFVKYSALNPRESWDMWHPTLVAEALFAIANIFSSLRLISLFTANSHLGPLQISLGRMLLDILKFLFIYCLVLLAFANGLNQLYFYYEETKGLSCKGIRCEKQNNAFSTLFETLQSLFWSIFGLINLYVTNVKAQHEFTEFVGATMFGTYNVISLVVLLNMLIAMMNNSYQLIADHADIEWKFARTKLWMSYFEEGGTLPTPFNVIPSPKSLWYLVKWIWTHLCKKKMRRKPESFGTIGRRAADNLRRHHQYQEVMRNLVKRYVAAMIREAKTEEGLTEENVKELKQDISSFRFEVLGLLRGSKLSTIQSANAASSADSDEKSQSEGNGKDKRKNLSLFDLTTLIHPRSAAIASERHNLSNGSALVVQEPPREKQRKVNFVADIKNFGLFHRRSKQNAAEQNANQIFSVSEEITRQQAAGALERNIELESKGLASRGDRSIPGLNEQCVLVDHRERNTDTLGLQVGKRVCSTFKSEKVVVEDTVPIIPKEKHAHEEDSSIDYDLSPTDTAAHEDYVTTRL
#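 system = HEK293 cells stably co-expressing mouse TRPC4beta and mu-opioid receptor | schedule = Fluo4 dye loading 45 min at room temperature, 110 s recording | measure = B-scored integrated calcium fluorescence ratio | signal = Fluo4 calcium-sensitive dye fluorescence, kinetic, 1 Hz baseline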
# TRPC4 potent = positive allosteric modulators of TRPC4, primary screen, cell-based, mouse TRPC4beta, HEK293 mu-opioid, Fluo-4 calcium | DAMGO EC20, Fluo-4 Ca2+ flux; hits give high values | Short transient receptor potential channel 4 (Mus musculus), Q9QUQ5 | AID 2227, 2009 | hit rate 0.42% among 310,000 | B-score at 10 µM;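 active means B-score of calcium response area above 5 SD of library B-scores, with initial fluorescence ratio within 5 SD of library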;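 further: B-score of integrated fluorescence ratio over time as area under calcium response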
# TRPC4 block = inhibitors of mouse TRPC4 channel, primary screen, Fluo4 calcium, HEK293 TRPC4beta/mu-opioid cells | DAMGO-evoked Fluo4 calcium flux; hits give low values | B-score at 10 µM | hit rate 0.39% among 300,000 | AID 2247, 2010;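 active means B-score over 3 SD under the library average, no early fluorescence shift, positive overall ratio signal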
#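 Assay system: TRPC4beta/mu-opioid receptor HEK293 cell line; compound dosing: single concentration per test compound; detection: Fluo4 Ca2+ flux fluorescence; evaluation: per-well B score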
# TRPC6 act = mouse TRPC6 channel activators, primary screen, cell-based, HEK293, membrane potential dye; Short transient receptor potential channel 6 (Mus musculus), Q61143; HEK293-TRPC6 membrane potential dye fluorescence; hits give high values; B-score at 10 µM; hit rate 0.13% among 310,000; AID 2550, 2010;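 active means B-score of the integrated fluorescence ratio above library mean plus 3 SD, and starting fluorescence ratio within library mean plus 5 SD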;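 further: higher score means more depolarization so channel activation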
# MrgX1 antagonist = antagonists of human MrgX1 receptor, primary screen, HEK293 cells, Fluo-4 calcium flux; BAM8-22 antagonism; hits give low values; B-score at 10 µM; hit rate 1.3% among 310,000; AID 588676, 2011;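 active means calcium-response B-score plate-corrected more than 3 library SD below zero, starting fluorescence within 5 deviations, no agonist response on first addition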;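 further: peak minus trough fluorescence over baseline after final BAM8-22 challenge near maximal dose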
# TMEM16A inh = TMEM16A chloride channel inhibitors, primary screen, cell-based, HTS | Anoctamin-1 (Mus musculus), Q8BHY3 | HEK293 TMEM16A/YFP iodide influx fluorescence, ionomycin | normalized B-score (activity score, 25-100; higher = stronger inhibition) at 10 µM | hit rate 1.2% among 310,000;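 active means ratio plate-corrected score three or more library SD toward inhibition, starting fluorescence score within five deviations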;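 further: score derived from kinetic fluorescence span divided by baseline fluorescence per well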
# ANO1 activ = TMEM16A chloride channel activators or potentiators, primary screen, cell-based, HTS. Anoctamin-1 (Mus musculus), Q8BHY3. HEK293 TMEM16A/YFP-H148Q/I152L, iodide quench fluorescence; hits give low values. B-score at 10 µM. hit rate 0.3% among 340,000. AID 623877, 2012;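 active means fluorescence-ratio B-score plate-corrected deviation score at least 3 library SD below zero, with starting fluorescence score within 5 deviations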;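 further: channel opened by trigger with iodide after compound preincubation; score built on the fluorescence ratio of max minus min over baseline; more negative score means more quench and so TMEM16A activation or potentiation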
# SKKanGAS inh = S. pyogenes SKKanGAS growth inhibitors in kanamycin, primary screen, streptokinase expression inhibitor project, SKKanGAS strain, BacTiter-Glo luminescence; inhibition, % at 7.5 µM; hit rate 1.3% among 300,000; 6 h;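 active means mean replicate score, as percent of positive control median, at least 50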;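 further: strain carries kanamycin resistance gene driven by streptokinase promoter and grows in 40 µg/ml kanamycin; loss of luminescence reflects streptokinase promoter inhibition or plain growth inhibition; 0% = median of DMSO wells and 100% = positive control at its reference dose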
# TRPC6 inh = mouse TRPC6 channel inhibitors, primary screen, cell-based, HEK293, membrane potential dye; Short transient receptor potential channel 6 (Mus musculus), Q61143; ACh-evoked depolarization; hits give low values; B-score at 10 µM; hit rate 1.1% among 310,000;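 active means B-score under library mean minus 3 SD, initial fluorescence not abnormally high, positive integrated signal ratio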;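 further: B-score derived from integrated fluorescence ratio over the kinetic read; more negative B-score means stronger inhibition of depolarization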
# MrgX1 agonist = agonists of human MrgX1 receptor, primary screen, HEK293 cells, Fluo-4 calcium flux; Mas-related G-protein coupled receptor member X1 (Homo sapiens), Q96LB2; Fluo-4 calcium fluorescence, agonist mode; hits give high values; B-score at 10 µM; hit rate 0.44% among 310,000; AID 588627, 2011;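 active means calcium response B-score plate-corrected fluorescence ratio at least 3 library SD, with starting fluorescence B-score inside 5 SD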
#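 Test system: HEK293 cells stably expressing human MrgX1 receptor; amount: 15,000 cells per well; doses: compound delivered in addition one of three; times: overnight plating before 1 h dye loading; detection: Fluo-4 NW calcium-flux fluorescence, kinetic read; read-out basis: B-scored fluorescence response ratio; controls: positive and negative controls per plate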
# An asterisk follows results filed as active; i = inactive; nt = not tested or not shown.
# Values run as follows: SKKanGAS inh, TRPC4 act, ANO1 activ, TMEM16A inh, TRPC4 block, MrgX1 agonist, TRPC6 inh, TRPC4 potent, MrgX1 antagonist, TRPC6 act, MrgX1 allo act
CCOC(=O)N1CCN(Cc2nc3ccc([N+](=O)[O-])cc3c(=O)n2-c2cccc(OC)c2)CC1
 : 1, i, i, i, i, i, i, i, i, i, i
Cc1ccc(C2CC(=O)c3cnn(-c4nc(C)cc(C)n4)c3C2)cc1 (stereo unspecified)
 : 2, i, i, i, i, i, i, i, i, i, i
C/C(=N\NC(=O)c1ccc2nc[nH]c2c1)c1ccc([N+](=O)[O-])cc1
 : 0, i, nt, i, i, i, i, i, i, i, i
O=C(CSc1nnc(-c2ccccc2Br)o1)Nc1nncs1
 : 0, i, i, i, i, i, i, i, i, i, i
Cc1cc(C(=O)Cn2nnc(-c3ccc(Cl)cc3)n2)c(C)n1-c1ccccc1
 : 41, i, i, i, i, i, i, i, i, i, i
Cc1c(C)c2ccc(OC(C)C(=O)N3C[C@H]4C[C@@H](C3)c3cccc(=O)n3C4)c(C)c2oc1=O (stereo partly specified)
 : -2, i, i, i, i, i, i, i, i, i, i
O=C(Nc1cccc(Br)c1)c1ccc(Cl)c(S(=O)(=O)N2CCOCC2)c1
 : 2, i, i, i, i, i, i, i, -4.7*, i, i
COc1c2c(nc3occc13)C(CC=C(C)C)(OC)C(OC(C)=O)CC2 (stereo unspecified)
 : 2, i, i, i, i, i, i, i, i, i, i
COc1cccc(CNC(=O)C2CCN(S(=O)(=O)c3ccc4c(c3)CCC(=O)N4)CC2)c1
 : -1, i, i, i, i, i, i, i, i, i, i
O=S(=O)(Nc1ccc(Cc2ccncc2)cc1)c1ccc(Cl)c(Cl)c1
 : 14, i, i, i, i, i, i, i, i, i, i
CC1CCC(NC(=O)C2c3ccccc3C(=O)N2Cc2ccc3c(c2)OCO3)CC1 (stereo unspecified)
 : 5, i, i, i, i, i, i, i, i, i, i
COc1ccccc1OCCSc1nnc(C)n1-c1ccccc1
 : 7, i, i, i, i, i, i, i, i, i, i
COc1ccc2c(c1)-c1nc(NC(=O)c3ccco3)sc1CC2
 : 14, i, i, i, i, i, i, i, i, i, i
CC1=CC(C)(C)NC(=S)N1c1ccc2ccccc2c1
 : -3, i, i, i, i, i, i, i, i, i, i
COc1cc2[nH]c3ccccc3c2cc1C
 : -4, i, i, i, i, i, i, i, i, i, i
CCOC(=O)c1ccc(NC(=O)CC2C(=O)N(c3ccc(F)cc3)C(=O)N2CCC(C)C)cc1 (stereo unspecified)
 : 0, i, i, i, i, i, -5.8*, i, i, i, i
O=C(CNC(=O)c1ccc(Cl)cc1)NC(CO)c1ccccc1 (stereo unspecified)
 : -2, i, i, i, i, i, i, i, i, i, i
O=[N+]([O-])c1ccc(N2CCN(CCO)CC2)cc1Sc1ccccn1
 : -2, i, i, i, i, i, i, i, i, i, i
Nc1[nH]c2cc([N+](=O)[O-])ccc2c1-c1ccccn1
 : 1, i, i, i, i, i, i, i, -7.6*, i, i
CC(=O)c1ccc(NC(=O)c2ccccc2-c2ccccc2C(=O)O)cc1
 : -2, i, i, i, i, i, i, i, i, i, i
CCCCNC(=O)C1Cc2cc(S(=O)(=O)N3CCCCC3)ccc2N1C(C)=O (stereo unspecified)
 : 1, i, i, i, i, i, i, i, i, i, i
COc1cccc(-c2ccc(C#N)c(SCC(=O)NCc3ccco3)n2)c1
 : -8, i, i, i, i, i, i, i, i, i, i
COC(=O)CNc1nc(Cl)nc(Nc2ccc(Cl)cc2)n1
 : 3, i, i, i, i, i, i, i, i, i, i
NNC(=O)c1ccc(COc2ccc(Br)cc2)o1
 : 16, i, i, i, i, i, i, i, i, i, i
O=C(Nc1cc(Cl)ccc1O)C1CC(c2ccccc2O)=NO1 (stereo unspecified)
 : -5, i, i, i, i, i, i, i, i, i, i
O=C(N/N=C\c1ccccn1)c1ccccc1O
 : 2, i, i, i, i, i, i, i, i, i, i
Cc1nn2c(C(F)(F)F)c3c(nc2c1-c1ccccc1)CCC3
 : -15, i, i, i, i, i, i, i, i, i, i
COc1cccc(CNS(=O)(=O)c2ccc3c(c2)CC(C)N3C(=O)C2CC2)c1 (stereo unspecified)
 : 7, i, i, i, i, i, i, i, i, i, i
O=C(NCc1cccc(Br)c1)C1CC2Cn3c(nc4ccccc43)C2N1Cc1ccccc1 (stereo unspecified)
 : 16, i, i, i, i, i, i, i, i, i, i
O=C(NCCCN1CCCC1=O)C1CCN(S(=O)(=O)c2cccc(C(F)(F)F)c2)CC1
 : -2, i, i, i, i, i, i, i, i, i, i
CN(CC(=O)O)S(=O)(=O)c1ccc(F)cc1
 : -10, i, i, i, i, i, i, i, i, i, i
O=C1[C@@H]2CSCN2C(=O)CN1Cc1ccccc1F
 : -2, i, i, i, i, i, i, i, i, i, i
NC(=O)C1CCN(C(=O)CNC(=O)c2ccccc2)CC1
 : 5, i, i, i, i, i, i, i, i, i, i
Cc1cc(C)c(S(=O)(=O)c2ccccc2Cl)c(Cl)n1
 : -17, i, nt, i, i, i, i, i, i, i, i
Cc1cccc(C)c1NC(=O)C(c1ccccc1)N1CCN(C(=O)c2ccco2)CC1 (stereo unspecified)
 : 1, i, i, i, i, i, i, i, i, i, i
Cc1cccc(C)c1NC(=O)c1cccc(N2C(=O)C3CCC(C)CC3C2=O)c1 (stereo unspecified)
 : -7, i, i, i, i, i, i, i, i, i, i
CCCN1C2=C(C(=O)CC(C)(C)C2)C(c2ccc(F)cc2)C2=C1c1ccccc1C2=O (stereo unspecified)
 : 20, i, i, i, i, i, i, i, -8.7*, i, i
Cn1cc(CC(=O)N2CCN(c3ccc(Cl)cc3)CC2)c2ccccc21
 : -1, i, i, i, i, i, i, i, i, i, i
C=CCNc1nc2ccccc2c(=O)[nH]1
 : -6, i, i, i, i, i, i, i, i, i, i
O=C(CSc1ccc2ccccc2c1)NCc1cccs1
 : -6, i, i, i, i, i, i, i, i, i, i
CCC(=O)n1nc(-c2ccc(Cl)cc2)nc1SC
 : -4, i, i, i, i, i, i, i, i, i, i
Cc1cc(C)cc(NC(=O)/C=C/c2ccc([N+](=O)[O-])s2)c1
 : 17, i, i, i, i, i, i, i, i, i, i
O=C(Nc1nsc(-c2ccccc2)n1)c1cccs1
 : 1, i, i, i, i, i, i, i, -10*, i, i
COc1ccc(CCNC(=O)CN(Cc2ccc(Cl)cc2)S(C)(=O)=O)cc1
 : -3, i, i, i, i, i, i, i, i, i, i
Cc1nc(-c2ccc(Cl)cc2)sc1C1(C)CC(c2ccc(Cl)cc2)=NO1 (stereo unspecified)
 : 8, i, i, 25*, i, i, i, i, i, i, i
Cc1cc(/C=C(\C#N)C(=O)NC2CCCCCC2)c(C)n1C
 : 6, i, i, i, i, i, i, i, i, i, i
CC(C)NC(=O)COC(=O)C1CSC2(c3ccc(Br)cc3)CCC(=O)N12 (stereo unspecified)
 : 0, i, i, i, i, i, i, i, i, i, i
O=C(O)CC1S/C(=N/N=C/c2ccccn2)NC1=O (stereo unspecified)
 : -6, i, i, i, i, i, i, i, i, i, i
O=C(CNC(=O)c1ccco1)Nc1ccc2c(c1)OCCO2
 : -3, i, i, i, i, i, i, i, i, i, i
CC(=O)N1CC(c2ccccc2)C(c2ccc(Cl)cc2)=N1 (stereo unspecified)
 : 1, i, i, i, i, i, i, i, i, i, i

# More records follow:
# Values run as follows: SKKanGAS inh, TRPC4 act, ANO1 activ, TMEM16A inh, TRPC4 block, MrgX1 agonist, TRPC6 inh, TRPC4 potent, MrgX1 antagonist, TRPC6 act, MrgX1 allo act
CC(C)OC(=O)CN1C(=O)C(C)(C)Oc2ccc(C(=O)NC3CC3)cc21
 : -5, i, i, i, i, i, i, i, i, i, i
CCOC(=O)C1=C(C)Nc2nc3ccccc3n2C1c1ccncc1 (stereo unspecified)
 : 5, i, i, i, i, i, i, i, i, i, i
CC1CCc2c(sc3nc(CN4CCN(S(=O)(=O)c5ccccc5[N+](=O)[O-])CC4)[nH]c(=O)c23)C1 (stereo unspecified)
 : 11, i, i, i, i, i, i, i, i, i, i
NS(=O)(=O)c1ccc(NS(=O)(=O)/C=C/c2ccccc2)cc1
 : -4, i, i, i, i, i, i, i, i, i, i
O=C(Nc1ccccc1[N+](=O)[O-])C1C(c2ccccc2)=C1c1ccccc1
 : -5, i, i, i, i, i, i, i, i, i, i
O=C(NC1CCCC1)C1CC(=O)N(C2CCCCCCC2)C1 (stereo unspecified)
 : 2, i, i, i, i, i, i, i, i, i, i
O=C(CNC(=S)N(CCCN1CCOCC1)Cc1cccs1)NCCN1CCOCC1
 : 11, i, i, i, i, i, i, i, i, i, i
CSCC[C@H](NC(=O)OC(C)(C)C)c1nnc(SCc2ccc(F)cc2)o1
 : nt, i, i, 100*, i, i, i, i, i, i, i
COc1cc2c(cc1OC)CN(C(C)C(=O)N1CCc3ccccc31)CC2 (stereo unspecified)
 : -7, i, i, i, i, i, i, i, i, i, i
Cc1ncoc1C(=O)Nc1cccc(Cl)c1
 : 2, i, i, i, i, i, i, i, i, i, i
COC(=O)c1ccc(CSc2nc(-c3ccco3)cc(C(F)(F)F)n2)o1
 : 12, i, -5.1*, i, i, i, i, i, i, i, i
COc1ccc(OC)c(CCNC(=O)CCc2nnc3ccc(N4CCCC4)nn23)c1
 : 1, i, i, i, i, i, i, i, i, i, i
c1ccc2[nH]cnc2c1
 : -1, i, i, i, i, i, i, i, i, i, i
Cc1ccc(-n2nc3c(=O)n(C(C)C(=O)NCCc4cccs4)nc(C)c3c2C)cc1 (stereo unspecified)
 : 5, i, i, i, i, i, i, i, i, i, i

# Not a hit list; any-hit rate near 6.7%.
